Screening results deposited in PubChem by National Center for Advancing Translational Sciences (NCATS).
LDHA block: blocks human lactate dehydrogenase A; activity change, % (values are at about 110 or 230 µM); P00338; 0.15% of 480,000 active; purified LDHA, NADH/diaphorase-resazurin fluorescence; hits give low values; in the data active = activity change below about -30%; inconclusive = mostly about -25% to -30%;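 also: plate controls were DMSO wells for no effect and wells without enzyme for full effect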
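Resorufin fluorescence (ex540/em590), read at 0 and 20 min after diaphorase/resazurin addition, reports the NADH left after a 5 min room-temperature reaction of 2 nM human LDH5 with 0.06 mM NADH and 0.2 mM pyruvate.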
POLH inh: inhibitors of human DNA polymerase eta | 1.2% of 390,000 active | Potency, µM (series often up to 114 µM), inactives show top-dose activity change, negative = inhibition, most hits filed as inhibitors | recombinant Pol eta, fluorescent DNA replication assay | Q9Y253; also: potency is read from the fitted curve at half-maximal effect
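Pol eta at 10 nM preincubated with compounds 15 min at room temperature; reaction started with fluorescent substrate (50 nM final) and read kinetically at 0 and 10 min.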
12-LOX inh: inhibitors of human 12S-lipoxygenase ALOX12; purified 12hLO, xylenol orange hydroperoxide absorbance; Potency, µM (titrated, usually from 108 µM), for inactives: at the top dose activity change, negative = inhibition, actives largely listed as inhibitors; 1.1% of 580,000 active; AID 1671190; also: potency is read from the fitted curve at half-maximal effect
Target sequence (P18054 whole entry, looked up): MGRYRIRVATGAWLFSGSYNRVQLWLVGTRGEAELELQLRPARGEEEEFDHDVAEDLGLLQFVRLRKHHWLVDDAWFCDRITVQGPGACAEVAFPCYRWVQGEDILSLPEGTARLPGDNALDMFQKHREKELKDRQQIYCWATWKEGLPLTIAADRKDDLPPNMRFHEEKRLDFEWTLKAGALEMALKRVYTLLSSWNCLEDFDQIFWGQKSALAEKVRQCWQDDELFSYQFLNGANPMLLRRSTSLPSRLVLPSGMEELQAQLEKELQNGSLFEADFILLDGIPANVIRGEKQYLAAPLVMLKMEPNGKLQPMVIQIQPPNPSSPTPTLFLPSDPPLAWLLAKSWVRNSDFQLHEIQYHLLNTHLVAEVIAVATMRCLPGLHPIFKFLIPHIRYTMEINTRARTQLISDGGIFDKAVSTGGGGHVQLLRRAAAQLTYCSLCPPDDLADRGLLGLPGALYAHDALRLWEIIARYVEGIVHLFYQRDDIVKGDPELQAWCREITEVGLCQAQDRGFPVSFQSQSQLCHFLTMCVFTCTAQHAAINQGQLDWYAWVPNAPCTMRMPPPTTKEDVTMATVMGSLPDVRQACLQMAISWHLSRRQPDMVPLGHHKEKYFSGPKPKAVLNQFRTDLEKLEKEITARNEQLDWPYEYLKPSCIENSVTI
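Hydroperoxide product was detected by ferrous iron/xylenol orange as the 573 to 405 nm absorbance ratio. Arachidonic acid at 40 uM (final) was turned over for 30 min at room temperature by 150 nM human 12hLO, pH 7.0 Hepes buffer, after 15 min compound preincubation.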
Numbers without * were called inactive; ? = inconclusive; [ ] = dose if it differs, or a comment. Unless noted, calls follow the shape of the dose curve; as a rule, active = well fitted inhibition curve with a large enough effect; inconclusive = small, poorly fitted or top-dose-only effect, or another doubt; inactive = no such curve, though single readings can be large or run the other way. Unless noted, % is scaled to controls: 0 for no effect and ±100 for the full control effect. Not all compounds are listed, so the mix of outcomes need not match the whole.

SMILES | LDHA block | POLH inh | 12-LOX inh
CC(C)C(C(=O)O)N1C(=O)C2C3CCC(C3)C2C1=O (stereo unspecified) | -16.6 | -7.8% | -1.4%
COc1ccc([C@H]2CN(Cc3ccccc3)C(=O)[C@@H]2CC(=O)Nc2ccccc2)cc1 | -12.1 | -7.0% | ?
Nc1nc(N)c2cc(Sc3ccc(Cl)cc3)ccc2n1 | -10.3 | ? | ?
C[C@@H]1CN([C@@H](C)CO)C(=O)CCCn2cc(nn2)CO[C@H]1CN(C)S(=O)(=O)c1ccc(Cl)cc1 | -17.4 | -5.1% | -0.2%
COCCNc1nnc(SCC(=O)c2cc(C)n(C3CC3)c2C)s1 | -4.4 | -15.5% | 24.2%
Cc1noc(C)c1NC(=O)N(C)C[C@@H]1OCc2cnnn2CCCC(=O)N([C@H](C)CO)C[C@@H]1C | -2.5 | -14.1% | ?
C[C@@H]1CN([C@H](C)CO)C(=O)CCCn2nncc2CO[C@H]1CN(C)S(=O)(=O)c1ccccc1 | 1.7 | -21.7% | -12.6%
CCC(=O)N(Cc1cc2cc(OC)ccc2[nH]c1=O)c1ccccc1OC | -8.0 | -5.8% | 12.7%
COc1cc2ccc(CC(N)=O)cc2cc1OC | 2.5 | -0.7% | -11.3%
Cn1c(=NN=Cc2ccccc2OCCO)sc2ccccc21 | -0.5 | -6.4% | 5.3%
CCc1nc(NCc2cccs2)c2nnn(Cc3ccccc3)c2n1 | -3.3 | -9.9% | -0.9%
CCN(CC)C(=O)C1=C(C)N(CCCOC)C(=O)C(CC(=O)NC2CCCC2)C1 (stereo unspecified) | -9.1 | -16.4% | 11.3%
Cc1c(NC(=O)CSc2nnc(-c3ccccc3F)o2)c(=O)n(-c2ccccc2)n1C | -0.1 | -3.4% | -9.7%
CCN1C(=O)[C@H]2[C@@H](c3ccc(OC)cc3)N[C@]3(CCCN(Cc4ccc(F)cc4)C3=O)[C@H]2C1=O | -2.3 | -10.1% | -18.5%
CCOC(=O)c1nc2ccc(C)cc2c2c1C1CC(c3c(Cl)cccc31)N2C(=O)OCc1ccccc1 (stereo unspecified) | -2.5 | -4.2% | ?
COc1ccc(NC(C)=O)cc1S(=O)(=O)NCc1ccc2c(c1)OCO2 | 0.2 | -4.5% | 14.9%
C[C@H]1CN([C@@H](C)CO)C(=O)CCCn2nncc2CO[C@@H]1CN(C)C(=O)c1ccccc1 | -4.6 | -15.5% | -1.3%
C[C@H]1CN([C@@H](C)CO)C(=O)CCCn2cc(nn2)CO[C@@H]1CN(C)C(=O)Nc1ccc(N2CCN(C)CC2)cc1 | 0.5 | -9.4% | 5.0%
COc1ccc(/C=C/C(=O)OCC(=O)N2c3ccccc3CC2C)c(OC)c1 (stereo unspecified) | -7.0 | -2.0% | -5.9%
C[C@H](CO)N1C[C@H](C)[C@@H](CN(C)Cc2cncnc2)Oc2cc(Br)ccc2S1(=O)=O | -3.9 | -2.1% | -28.7%
CC(C)CC1C(=O)N(Cc2cn(CCC3OCCO3)nn2)CCS(=O)(=O)N1Cc1ccc(-c2ccncc2)cc1 (stereo unspecified) | -4.2 | -1.2% | -6.0%
Cc1ccc(S(=O)(=O)N2C[C@H]3n4c(=O)ccc(=O)n4C[C@H](OC(=O)NCc4ccccc4)[C@@]3(O)C2)cc1 | -8.7 | -2.2% | -40.2%
COc1ccc(C(=O)C(C)OC(=O)C2CC3CCCC(C2)C3=O)cc1 (stereo unspecified) | -5.5 | -7.3% | -14.1%
CC1C(=O)N(Cc2cn(CCC3OCCO3)nn2)CCS(=O)(=O)N1Cc1ccc(-c2ccc(Cl)cc2)cc1 (stereo unspecified) | 0.0 | -7.7% | -12.4%
CC1(C)CC(=O)C=C(c2ccc(COC(=O)c3cccc(C(F)(F)F)c3)cc2)C1=O | 2.9 | ? | -14.2%
COCCCN1C(=O)C(CC(=O)NC2CCCCC2)CC(C(=O)N(C)C)=C1C (stereo unspecified) | -0.5 | -11.3% | 11.0%
Cc1ccc(-c2nc3c(c(SCC(=O)N4CCCC4)n2)COC(C)(C)C3)cc1 | -0.9 | -21.7% | ?
COCCn1c(SCC(=O)Nc2ccc3c(c2)OCCO3)nc2ccccc2c1=O | -0.2 | -2.6% | -9.6%
CC(C)c1csc(CN2CCC(C(=O)Nc3cccc(-c4ccco4)c3)CC2)n1 | -3.5 | -20.7% | -15.0%
Cc1ccccc1NC(=O)Cc1nc(COC(=O)CSc2ccc(F)cc2)cs1 | -4.5 | ? | -13.9%
Cc1ccccc1-c1nc2ccccc2c(=O)o1 | -9.3 | -5.5% | -5.7%
CCOc1ccc(OCC(=O)NCCS(=O)(=O)N2CCN(c3ccccc3)CC2)cc1 | 2.9 | -2.8% | -11.0%
COc1c(F)cccc1C1=CC(=O)C[C@H](c2ccc(F)cc2)C1 | -2.6 | -21.6% | 4.9%
CSc1ncnc2c1ncn2CCCN1CCN(c2ncccn2)CC1 | -3.2 | -7.8% | 1.0%
O=C(COC(=O)c1ccc(Cl)c(S(=O)(=O)N2CCCCCC2)c1)NCc1ccccc1 | -0.5 | -16.9% | -8.0%
CCCCC1CCC(C(=O)N(CCC(C)C)c2c(N)n(CCCC)c(=O)[nH]c2=O)CC1 (stereo unspecified) | -8.9 | -1.8% | 19.0%
O=C(Cc1c(Cl)cccc1Cl)OCC(=O)c1ccc[nH]1 | -8.4 | -18.1% | -4.8%
CCc1ccc(-c2n[nH]nc2C2=CC(=O)C[C@H](c3ccc(F)cc3)C2)cc1 | 0.4 | -7.7% | ?
CSc1ncnc2c1ncn2CCCN1CCN(Cc2cccc3ccccc23)CC1 | -0.8 | -14.2% | ?
C[C@@H]1CN([C@H](C)CO)C(=O)CCCn2nncc2CO[C@H]1CN(C)Cc1ccc(Oc2ccccc2)cc1 | -0.5 | -25.8% | 7.8%

An excerpt from above, reduced to LDHA block:
mol,LDHA block
CCOC(=O)c1nc2ccc(C)cc2c2c1C1CC(c3c(Cl)cccc31)N2C(=O)OCc1ccccc1 (stereo unspecified),-2.5
COc1ccc(NC(C)=O)cc1S(=O)(=O)NCc1ccc2c(c1)OCO2,0.2
C[C@H]1CN([C@@H](C)CO)C(=O)CCCn2nncc2CO[C@@H]1CN(C)C(=O)c1ccccc1,-4.6
C[C@H]1CN([C@@H](C)CO)C(=O)CCCn2cc(nn2)CO[C@@H]1CN(C)C(=O)Nc1ccc(N2CCN(C)CC2)cc1,0.5
COc1ccc(/C=C/C(=O)OCC(=O)N2c3ccccc3CC2C)c(OC)c1 (stereo unspecified),-7.0
C[C@H](CO)N1C[C@H](C)[C@@H](CN(C)Cc2cncnc2)Oc2cc(Br)ccc2S1(=O)=O,-3.9

Next structures follow.
SMILES | LDHA block | POLH inh | 12-LOX inh
COc1ccc(S(=O)(=O)N2CCCCCC2)cc1C(=O)N1CCN(C(C)=O)CC1 | -8.7 | -12.1% | -16.9%
CCCC#Cc1cnc2c(c1)C(=O)N([C@H](C)CO)C[C@H](C)[C@@H](CN(C)C(=O)CCN1CCCCC1)O2 | 5.2 | -9.0% | -8.3%
c1ccc(CN2CCC3CC2c2cc(N4CCCCC4)ccc23)cc1 (stereo unspecified) | -15.4 | -11.8% | -1.8%
C[C@H](CO)N1C[C@H](C)[C@@H](CN(C)C(=O)Nc2ccc(N3CCN(C)CC3)cc2)OCc2cnnn2CCCC1=O | -3.7 | -4.4% | -59.9%
COc1ccc(CN(C)[C@H]2C[C@H]3c4[nH]c5ccccc5c4CCN3C[C@H]2[C@H](C)O)cc1 | -30.3* | -20.3% | 29.4%
COc1ccc(C(=O)OCC(=O)N(Cc2ccccc2)Cc2ccccc2)c(O)c1 | -0.4 | -22.5% | -8.4%
FC(F)(F)c1nc2nc(Cl)c(Cl)nc2n1CCCN1CCOCC1 | -0.7 | -0.4% | 17.0%
CC1(C)CC(=O)C=C(c2n[nH]nc2C2=CCCCC2)C1 | -5.1 | -3.8% | -19.5%
O=C(O)Cn1ccc2cc(S(=O)(=O)N3CCCCC3)ccc21 | -9.0 | -14.6% | 6.4%
COc1cccc(NC(=O)N(C)C[C@H]2Oc3ncc(Br)cc3C(=O)N([C@H](C)CO)C[C@H]2C)c1 | 5.7 | -5.5% | -10.0%
COc1ccc(NC(=O)N(C)C[C@H]2OCc3cnnn3CCCC(=O)N([C@@H](C)CO)C[C@H]2C)cc1 | 6.5 | 0.3% | ?
C[C@@H]1CN([C@H](C)CO)C(=O)CCCn2nncc2CO[C@@H]1CN(C)C(=O)OCc1ccccc1 | -8.5 | 8.6% | 11.4%
COc1cc2nc3n(c(=O)c2cc1OC)-c1cc2ccccc2cc1C(=O)NC3CC(C)C (stereo unspecified) | 1.3 | -9.5% | ?
Cc1ccc(S(=O)(=O)N2Cc3ccccc3CC2C(N)=O)cc1 (stereo unspecified) | 3.2 | 4.3% | -3.4%
C[C@H]1CN([C@@H](C)CO)C(=O)CCCn2cc(nn2)CO[C@@H]1CN(C)C(=O)Nc1cccc(Oc2ccccn2)c1 | -11.3 | -9.1% | -3.0%
Cc1ccc([C@H]2N[C@]3(CCCN(Cc4ccc(Br)cc4)C3=O)[C@H]3C(=O)N(Cc4ccccc4)C(=O)[C@@H]23)cc1 | -4.7 | -24.1% | ?
O=C(NCCCN1CCOCC1)C(=O)NCC1OCCN1S(=O)(=O)c1ccc(Cl)cc1 (stereo unspecified) | -6.3 | -1.8% | ?
Cc1ccc(CN(C)C[C@@H]2OCc3cnnn3CCCC(=O)N([C@@H](C)CO)C[C@H]2C)cc1 | -0.6 | -3.1% | ?
CCCCn1nc(C(=O)NC2CCCCC2)c2ccccc2c1=O | -10.0 | -15.9% | 0.4%
COc1ccc(-c2ccc(CN3C(C(C)C)C(=O)N(Cc4cn(CC5CCCCC5)nn4)CCS3(=O)=O)cc2)cc1OC (stereo unspecified) | -0.8 | -18.0% | ?

Arranged by the number under LDHA block (low to high): some entries from above
compound,LDHA block,POLH inh,12-LOX inh
COc1ccc(CN(C)[C@H]2C[C@H]3c4[nH]c5ccccc5c4CCN3C[C@H]2[C@H](C)O)cc1,-30.3*,-20.3%,29.4%
COc1ccc(S(=O)(=O)N2CCCCCC2)cc1C(=O)N1CCN(C(C)=O)CC1,-8.7,-12.1%,-16.9%
COc1ccc(-c2ccc(CN3C(C(C)C)C(=O)N(Cc4cn(CC5CCCCC5)nn4)CCS3(=O)=O)cc2)cc1OC (stereo unspecified),-0.8,-18.0%,?

Next part.
SMILES | LDHA block | POLH inh | 12-LOX inh
O=C(CSc1ccc2c(c1)OCCO2)Nc1ccccc1 | -0.5 | -5.1% | -23.4%
CCCN(C(=O)CSc1nnc(-c2ccncc2)n1CCC)c1c(N)n(Cc2ccccc2)c(=O)[nH]c1=O | -4.2 | -8.2% | -9.6%
COCOCCn1cc(CN2CCS(=O)(=O)N(Cc3ccc(-c4ccc(Cl)nc4)cc3)C(C(C)C)C2=O)nn1 (stereo unspecified) | 0.3 | -9.0% | ?
COc1ccc(-c2ccc3[nH]c4c(c3c2)CCN2C[C@@H]([C@H](C)O)[C@@H](N(C)C(=O)Nc3cc(Cl)cc(Cl)c3)C[C@@H]42)cc1 | -22.4 | -6.0% | 34.1%[activator]
CCc1ccc(N2CC(C(=O)N3CCN(c4ccc([N+](=O)[O-])cc4)CC3)CC2=O)cc1 (stereo unspecified) | -4.0 | -7.7% | -14.6%
COc1ccc([C@H]2C[C@H](O)[C@@H](n3cc(COC(=O)c4ccccc4)nn3)CN2C(=O)C2CCCCC2)cc1 | -1.4 | -15.9% | -22.6%
COc1ccc(S(=O)(=O)N2CCOC2CNC(=O)C(=O)NCc2ccc3c(c2)OCO3)cc1C (stereo unspecified) | 1.1 | -15.4% | -7.7%
COc1ccccc1OCc1cc(C(=O)N(C)CCC2CCOCC2)no1 | -1.0 | -2.4% | 16.0%
O=C(CNC(=O)c1ccc(Br)cc1)OC1CCOC1=O (stereo unspecified) | -4.4 | 1.5% | 15.7%
Nc1ccc2c3c(ccc([N+](=O)[O-])c13)CC2 | -0.3 | -18.5% | 2.2%
C[C@@H]1CN([C@@H](C)CO)C(=O)c2cc(C#Cc3cccc(F)c3)cnc2O[C@H]1CN(C)C(=O)C1CCCCC1 | -1.8 | -15.5% | -7.2%
O[C@H]1CN(CC2CCCCC2)[C@@H](c2ccc(Cl)cc2)C[C@@H]1n1cc(C2CC2)nn1 | -18.4 | -27.3% | -45.0%
N#CCCN(C(=O)COC(=O)c1ccc(Cl)nc1)c1ccc2c(c1)OCCO2 | -2.9 | -5.3% | -17.3%
Cc1cccc(-c2ccc3[nH]c4c(c3c2)CCN2C[C@@H]([C@H](C)O)[C@@H](N(C)C(=O)NC3CCCCC3)C[C@@H]42)c1 | 3.1 | -12.4% | 34.8%[activator]
CC(C)(c1ccc(O)cc1)c1ccc(O)c(C(=O)O)c1 | -14.3 | -2.4% | ?
O=C(Nc1oc2ccccc2c(=O)c1-c1ccccc1)c1ccco1 | -5.5 | 0.4% | 0.0%
COc1ccc(CN2C(=O)C(CC(=O)NCCCCc3ccccc3)CC(C(=O)N3CCOCC3)=C2C)cc1 (stereo unspecified) | -17.5 | -11.7% | 2.4%
